From PubChem
Pf growth 48h = P. falciparum growth inhibition at 48 hours (one generation); actives 5.9% (n = 310,000); P. falciparum luciferase growth in erythrocytes, 48 h; Potency, µM (highest dose often 28.7 µM), for the others: top-dose activity change, negative = inhibition, hits mostly inhibitors; also: potency is read from the fitted curve at half-maximal effect; % is scaled to controls: 0 for no effect and ±100 for the full control effect
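Growth was read as firefly luciferase luminescence after a 48 h, 37 C, 5% CO2 exposure of compounds to reporter-bearing P. falciparum cultures (0.1% parasitemia, 2% hematocrit final) in Albumax-supplemented RPMI 1640.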
Pf growth 96h = P. falciparum growth inhibition at 96 hour, primary screen for plastid delayed-death inhibitors; P. falciparum luciferase reporter growth, 96 h; Potency, µM (doses to about 28.7 µM), inactives show top-dose activity change, negative = inhibition, usual class: inhibitors; actives 6.9% (n = 320,000); also: potency is read from the fitted curve at half-maximal effect; % is scaled to controls: 0 for no effect and ±100 for the full control effect
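P. falciparum expressing integrated firefly luciferase, in erythrocytes at 2% hematocrit, 0.05% parasitemia, incubated with compounds 96 h at 37 C, 5% CO2. Growth inhibition read as loss of luminescence; two-generation exposure targets delayed-death apicoplast inhibitors.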
Cycloheximide cs = affects cycloheximide protein synthesis inhibition readout, counter-screen | actives 12% (n = 300,000) | max response, % | cell reporter, cycloheximide protein synthesis inhibition counterscreen; in the data active = max response mostly above about 13%, no sharp cut-off; inactive = mostly below about 14%; also: read at 38.3 µM for the half of the compounds with a filed dose; 0% is about no effect
Shiga toxin inh = inhibitors of Shiga toxin in Vero cells. actives 9.2% (n = 290,000). Vero cells, Shiga toxin protein synthesis inhibition reporter. inhibition, % at 38.7 µM. AID 2315; in the data active = inhibition mostly above about 28%, no sharp cut-off; inactive = mostly below about 43%; also: 0% is about no effect
FBPA Giardia inh = inhibitors of Giardia lamblia fructose-1,6-bisphosphate aldolase; actives 0.71% (n = 290,000); purified Giardia FBPA; Potency, µM (doses to about 59.6 µM), without a hit: top-dose activity, negative = inhibition, actives largely listed as inhibitors; also: potency is read from the fitted curve at half-maximal effect; % is scaled to controls: 0 for no effect and ±100 for the full control effect; nearly all actives have a fitted effect of over 55% in size
Target sequence (A8B2U2 whole entry, looked up): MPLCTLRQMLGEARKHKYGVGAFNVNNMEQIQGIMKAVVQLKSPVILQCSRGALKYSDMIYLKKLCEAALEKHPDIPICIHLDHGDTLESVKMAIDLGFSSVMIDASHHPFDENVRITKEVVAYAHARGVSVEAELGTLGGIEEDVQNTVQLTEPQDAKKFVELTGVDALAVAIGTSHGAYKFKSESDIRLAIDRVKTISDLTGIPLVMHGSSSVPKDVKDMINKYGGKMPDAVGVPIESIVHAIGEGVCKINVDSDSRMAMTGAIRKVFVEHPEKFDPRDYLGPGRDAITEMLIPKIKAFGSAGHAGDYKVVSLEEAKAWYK
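40 nM FBPA preincubated 10 min at RT with compound (up to 57.5 uM final), then substrate plus GAPDH/TPI/NAD/arsenate coupling and diaphorase/resazurin added. Fluorescence read after 20 min at RT, 525/598 nm.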
HCV inhibitor = HCV inhibition; Huh7.5.1 HCVcc-Cre infection, luciferase reporter, 44 h; Potency, µM (doses to about 41.8 µM), for inactives: at the top dose activity change, negative = inhibition, most hits filed as inhibitors; actives 3.4% (n = 340,000); AID 651820; also: potency is read from the fitted curve at half-maximal effect; % is scaled to controls: 0 for no effect and ±100 for the full control effect
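Cells (1,000/well) were plated 4 h before compound, then infected with HCVcc-Cre virus (~0.5 moi). After 44 h further culture, infection was read as luciferase luminescence following a 15 min substrate incubation at room temperature.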
Active calls of the source: *; ? = inconclusive; · = no result given; & = joins results of further samples; [ ] = another dose, or the depositor's remark. Unless noted, calls follow the shape of the dose curve; as a rule, active = well fitted curve in the direction sought with a large enough effect; inconclusive = small, poorly fitted or top-dose-only effect, or another doubt; inactive = no such curve, though single readings can be large; an effect the other way counts as inactive or inconclusive.

1. CCOC(=O)N1CCN(C(=O)CSCC(=O)Nc2nc(-c3ccc(C)cc3)cs2)CC1
2. Cc1ccc(NC(=O)CSc2nnc(NC(=O)C3CC3)s2)cc1
3. COc1ccc2c(c1OC)CN(C)CCc1cc3c(cc1C(=O)C2)OCO3
4. COC(=O)C1=C(c2ccccc2OCc2ccccc2)C[C@@H]2CC[C@H]1N2C(=O)NCc1ccc([N+](=O)[O-])cc1
5. NC(=O)Cc1ccc(Nc2nnc(-c3ccc(O)cc3)c3ccccc23)cc1
6. CC(=O)c1ccc(NC(=O)C(=O)c2cn(CC(=O)N3CCCCC3)c3ccccc23)cc1
7. C=C(C)Cn1c(N2CCCC2)nc2c1c(=O)n(C)c(=O)n2C
8. COC(=O)C(C)n1cnc2c(nnn2-c2cccc(OC)c2)c1=O (stereo unspecified)

| assay / compound | 1 | 2 | 3 | 4 | 5 | 6 | 7 | 8 |
| --- | --- | --- | --- | --- | --- | --- | --- | --- |
| Pf growth 48h | ? | -17% | ? | 12µM* | -4% | 33%[activator] | -3% | 15% |
| Pf growth 96h | ? | 0% | -11% | ? | ? | ? | 0% | -9% |
| Cycloheximide cs | -1 | -1 | -1 | · | -1 | -3 | -5 | 20* |
| Shiga toxin inh | 8 | -14 | -20 | · | -1 | -3 | -4 | 41* |
| FBPA Giardia inh | 1% | -2% | 5% | · | 0% | 3% | 2% | 14% |
| HCV inhibitor | 11µM* | · | -3% | 13µM* | -9% | 16% | 7% | 15% |

9. Cc1ccc(C)c(OCCC(=O)N2CCN(S(=O)(=O)c3ccc([N+](=O)[O-])cc3)CC2)c1
10. CC(C)(C)NC(=O)NC(=O)COC(=O)c1ccc2c(c1)S(=O)(=O)N=C1CCCCCN12
11. CCOc1ccc(N2C(=O)CC(Cc3ccc(Br)cc3)C2=O)cc1 (stereo unspecified)
12. Cc1cccc(C)c1OCC(=O)N1CC2(C)CC1CC(C)(C)C2 (stereo unspecified)
13. Cc1ccc(C(=O)Cc2nc3ccccc3[nH]2)cc1
14. O=C(CCS(=O)(=O)c1ccccc1)N1CCN(c2ccccc2F)CC1
15. CC(=O)Nc1ccc(N=C(C2=C(O)c3ccccc3C2=O)c2ccccc2)cc1
16. CC(C)(C)N(NC(=O)OCc1ccccc1)C(=O)c1ccccc1

| assay / compound | 9 | 10 | 11 | 12 | 13 | 14 | 15 | 16 |
| --- | --- | --- | --- | --- | --- | --- | --- | --- |
| Pf growth 48h | ? | 6% | -2% | ? | 0.37µM* | 162%[activator] | -23% | 5% |
| Pf growth 96h | ? | 42%[activator] | ? | · | ? | 9% | ? | 0% |
| Cycloheximide cs | · | 2 | -1 | -4 | 36* | 35* | 44* | 1 |
| Shiga toxin inh | · | -7 | -23 | -17 | 65* | 110* | 63* | -4 |
| FBPA Giardia inh | · | -1% | 10% | 6% | -25% | · | -9% | 5% |
| HCV inhibitor | -4% | ? | ? | 11% | -12% | 5% | ? | 1% |

17. O=C(CSc1n[nH]c(-c2ccccc2Cl)n1)NCc1cccc(C(=O)O)c1
18. CCOC(=O)CN1C(=O)CSc2ccc(S(=O)(=O)N3CCOCC3)cc21
19. Cc1cc(NC(=O)CSc2cn(C)c3ccccc23)no1
20. Cc1cc(NC(=O)c2ccc(-c3ccc(F)c(Cl)c3)o2)no1
21. Cc1cc(C)nc(N(C#N)Cc2ccccc2C)n1
22. COc1ccc(CCN2CC(C(=O)NCc3nc4ccccc4n3C)CCC2=O)cc1 (stereo unspecified)
23. Brc1ccccc1CN1CCC(N2CCCCC2)CC1
24. CCC(C)NC(=O)c1cc2cc3ccc(OC)cc3nc2s1 (stereo unspecified)

| assay / compound | 17 | 18 | 19 | 20 | 21 | 22 | 23 | 24 |
| --- | --- | --- | --- | --- | --- | --- | --- | --- |
| Pf growth 48h | 11% | 18% | · | -14% | 13% | ? | -1% | · |
| Pf growth 96h | ? | ? | ? | -17%[5.75 µM] | 35%[activator] | ? | 1% | 7% |
| Cycloheximide cs | -2 | 2 | -7 | -1 | 1 | 5 | 2 | 57* |
| Shiga toxin inh | 10 | -9 | -11 | 21 | 27 | -10 | 5 | 88* |
| FBPA Giardia inh | 1% | · | -13% | 3% | 7% | · | -1% | -19% |
| HCV inhibitor | -4% | 8% | -25% | -5% | 4% | 27% | 4µM* | ? |

25. CCC(CNC(=O)c1c(C)nn(-c2ccccc2)c1Cl)c1ccccc1 (stereo unspecified)
26. CC(C)c1nnc(N2C(=O)c3oc4ccccc4c(=O)c3C2c2ccco2)s1 (stereo unspecified)
27. CCOC(=O)c1c(/N=C/N(C)C)sc2c1CCC2
28. COc1ccc(Nc2nc(N)nc(SCc3nnc(C)s3)n2)cc1
29. Oc1c(Br)cc(C2N=C(c3ccccc3)NO2)cc1Br (stereo unspecified)
30. Cc1cc2c(cc1S(=O)(=O)N1CCN(c3ccccc3)CC1)OCCN2C
31. O=C(c1ccccc1)c1cccs1
32. NC(=O)c1ccc(NC(=O)c2ccccc2S(=O)(=O)c2ccccc2[N+](=O)[O-])cc1
33. COCCN(C)Cc1nc(C(c2ccccc2)c2ccccc2)no1
34. O=C1Nc2ccc(S(=O)(=O)N3CCCCCC3)c3cccc1c23
35. Cc1cc(=O)[nH]c(SCC(=O)NCCC2=CCCCC2)n1

| assay / compound | 25 | 26 | 27 | 28 | 29 | 30 | 31 | 32 | 33 | 34 | 35 |
| --- | --- | --- | --- | --- | --- | --- | --- | --- | --- | --- | --- |
| Pf growth 48h | ? | -9% | 24% | 72%[activator] | -4% | -6% | 52%[activator] | 2% | ? | · | 1% |
| Pf growth 96h | ? | · | 21% | ? | 71%[activator] | -1% | -16% | -22% | ? | ? | 7% |
| Cycloheximide cs | -2 | 5 | -1 | 25* | 26* | -2 | 6 | -8 | 3 | 6 | -2 |
| Shiga toxin inh | 2 | 11 | -7 | 40 | 103* | -2 | 33 | 3 | -3 | -28 | -4 |
| FBPA Giardia inh | -1% | -1% | -15% | 0% | 8% | 6% | -1% | 3% | -6% | -9% | -1% |
| HCV inhibitor | -22% | 11%&8% | ? | -9% | -5% | -14% | 2% | ? | 10% | 5% | 27% |
